CCT modulator: cytosolic chaperonin activity modulation; purified chaperonin ATPase assay, HTRF ADP detection, 30 min; activity change, % (test concentration not listed), hits read low; hit rate 0.3% among 360,000; in the data active = activity change below about -30%; also: % is scaled to controls: 0 for no effect and ±100 for the full control effect
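TRiC at 40 or 20 nM final (batch-dependent) in 30 mM Tris pH 7.4, 100 mM KCl, 5 mM MgCl2, 1 mM DTT, with compound at single 76 uM and 10 uM ATP, 30 min at 37 deg C. ADP detected by HTRF Transcreener, 665/615 ratio.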
Nrf2 inh: Nrf2 pathway inhibition. hit rate 2.1% among 360,000. A549 ARE-Fluc reporter, luciferase luminescence, 18-24 h. AID 504444. Potency, µM (top dose mostly 46 µM), for the others: at the highest dose activity change, negative = inhibition, actives largely listed as inhibitors; also: potency is read from the fitted curve at half-maximal effect; % is scaled to controls: 0 for no effect and ±100 for the full control effect; nearly all actives have a fitted effect of over 60% in size
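Nrf2 function is reported as luminescence of an ARE-controlled luciferase in A549 cells. Compounds were tested at several concentrations, and a CellTiter-Fluor read on the same wells flagged cytotoxicity.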
EPAC2 antag: antagonists of human EPAC2; EPAC2 GEF exchange of Rap1B-BODIPY-GDP, fluorescence; Q8WZA2; hit rate 0.18% among 360,000; Potency, µM (doses to about 114 µM), without a hit: top-dose activity, negative = inhibition, usual class: inhibitors; also: potency is read from the fitted curve at half-maximal effect; % is scaled to controls: 0 for no effect and ±100 for the full control effect; nearly all actives have a fitted effect of over 45% in size; many of its hits are not listed in these tables
Target sequence (Q8WZA2 whole entry, looked up): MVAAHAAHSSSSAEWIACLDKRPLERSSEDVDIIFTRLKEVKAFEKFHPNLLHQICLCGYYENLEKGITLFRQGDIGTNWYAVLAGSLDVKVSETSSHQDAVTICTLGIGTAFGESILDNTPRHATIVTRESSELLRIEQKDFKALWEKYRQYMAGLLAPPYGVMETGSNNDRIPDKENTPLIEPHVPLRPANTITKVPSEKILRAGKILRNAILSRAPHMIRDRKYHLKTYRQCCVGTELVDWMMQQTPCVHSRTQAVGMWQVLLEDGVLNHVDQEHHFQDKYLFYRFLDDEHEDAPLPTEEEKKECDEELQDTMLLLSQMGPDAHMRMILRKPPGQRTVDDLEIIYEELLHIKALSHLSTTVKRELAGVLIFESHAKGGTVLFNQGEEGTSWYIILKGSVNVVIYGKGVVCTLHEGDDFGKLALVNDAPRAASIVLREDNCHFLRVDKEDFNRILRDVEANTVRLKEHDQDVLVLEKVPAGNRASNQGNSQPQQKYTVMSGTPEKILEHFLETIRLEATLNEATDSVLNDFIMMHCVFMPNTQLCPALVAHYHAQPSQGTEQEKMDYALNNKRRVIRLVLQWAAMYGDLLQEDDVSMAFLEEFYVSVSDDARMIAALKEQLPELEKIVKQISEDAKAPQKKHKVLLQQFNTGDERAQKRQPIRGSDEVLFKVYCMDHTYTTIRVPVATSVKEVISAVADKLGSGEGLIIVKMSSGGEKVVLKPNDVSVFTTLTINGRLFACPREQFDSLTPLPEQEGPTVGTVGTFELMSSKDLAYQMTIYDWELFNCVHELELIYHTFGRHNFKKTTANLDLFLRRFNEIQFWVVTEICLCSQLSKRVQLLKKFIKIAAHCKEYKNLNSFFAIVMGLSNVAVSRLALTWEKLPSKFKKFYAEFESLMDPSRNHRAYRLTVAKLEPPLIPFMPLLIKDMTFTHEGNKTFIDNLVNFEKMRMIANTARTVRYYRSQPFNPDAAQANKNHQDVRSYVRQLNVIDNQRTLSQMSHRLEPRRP
pAkt inh: blocks phosphorylation of Akt; Neuro2A IGF-stimulated pAkt S473 HTRF, 20 min; active compounds read low; activity change, % for hits at 50 µM; hit rate 0.32% among 360,000; AID 651550; in the data active = activity change below about -80%; inconclusive = mostly about -51% to -80%; also: % is scaled to controls: 0 for no effect and ±100 for the full control effect
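Neuro2A cells (4,500/well, DMEM with 0.5% FBS) were treated with compound at a single 50 µM final concentration, stimulated with 6 nM IGF for 20 min at 37 °C, and lysed. Phospho-Akt Ser473 was read by HTRF as 665/615 ratio ×10^4.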
A549 tox: kills or reduces viability of A549 cells in Nrf2 counter-screen; Potency, µM (doses to about 46 µM), inactives show at the top dose activity change, negative = cytotoxicity, hits mostly inhibitors; A549 ARE-Fluc cells, CellTiter-Fluor viability, 18-24 h; hit rate 0.16% among 390,000; AID 504648; also: potency is read from the fitted curve at half-maximal effect; % is scaled to controls: 0 for no effect and ±100 for the full control effect
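A549 ARE_Fluc cells in 5% FBS OPTI-MEM were exposed to compounds in concentration-response for 18-24 h at 37 deg C. Viability was read by CellTiter-Fluor fluorescence (Ex 405/Em 525) after 30 min, before the luciferase read.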
MmCpn inh: inhibitors of Methanococcus maripaludis chaperonin (MmCpn); purified Mm-Cpn ATPase, ADP Transcreener TR-FRET; Potency, µM (titrated, usually from 76.9 µM), without a hit: at the top dose activity, negative = inhibition, usual class: inhibitors; hit rate 0.031% among 330,000; AID 504842; also: potency is read from the fitted curve at half-maximal effect; % is scaled to controls: 0 for no effect and ±100 for the full control effect; nearly all actives have a fitted effect of over 80% in size
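Compound-treated chaperonin, 25 nM final, turns over 10 uM ATP at 37°C for 30 min following a 10 min preincubation; ADP generated competes with ADP-d2 for Eu-cryptate antibody, lowering FRET.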
TGFb SMAD3 inh: TGF-b pathway inhibition; HepG2 CAGA-GFP TGF-b/SMAD3 reporter, GFP fluorescence, 18 h; TGF-beta stimulated, 500 pg/mL final; Potency, µM (top dose mostly 46.1 µM), inactives show at the top dose activity, negative = inhibition, actives largely listed as inhibitors; hit rate 1.2% among 410,000; AID 588855; also: potency is read from the fitted curve at half-maximal effect; % is scaled to controls: 0 for no effect and ±100 for the full control effect; nearly all actives have a fitted effect of over 65% in size
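GFP signal (ex488/em500-530) from TGF-beta-stimulated HEPG2 CAGA-GFP cells, 500 pg/mL final, 18 h at 37 degrees C in DMEM plus 1% FBS, normalized to unstimulated and DMSO-stimulated controls.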
EPAC2 agonist: EPAC2 (human) agonism; Q8WZA2; EPAC2 activation, biochemical qHTS; response scale: 100% = 6.5 mM cAMP response; Potency, µM (doses to about 154 µM), for inactives: at the highest dose activation, usual class: activators; hit rate 0.079% among 360,000; AID 720711; also: potency is read from the fitted curve at half-maximal effect; nearly all actives have a fitted effect of over 50% in size
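Guanine nucleotide exchange by EPAC2 is measured as reduced fluorescence of BODIPY-GDP once it is released from 250 nM Rap1B. Plates are read kinetically for 30 min at room temperature; results are scaled to 6.5 mM cAMP.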
Nrf2 activator: activates Nrf2 signaling; AREc32 ARE-luciferase reporter (MCF7-derived line), luminescence, 24 h; Potency, µM (titrated, usually from 46.1 µM), for the others: at the highest dose activation, actives largely listed as activators; hit rate 0.31% among 410,000; AID 624171; also: potency is read from the fitted curve at half-maximal effect; % of control where 0% means no effect; nearly all actives have a fitted effect of over 65% in size
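AREc32 cells carrying an ARE-driven firefly luciferase reporter were seeded at 1000 cells/well in OPTI-MEM with 5% FBS, then exposed to compound for 24 hr at 37 deg C. Luminescence was read with Steady-Glo after 30 min at RT.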
The depositor's hits bear a star; & = joins results of further samples. Unless noted, calls follow the shape of the dose curve; as a rule, active = well fitted curve in the direction sought with a large enough effect; inconclusive = small, poorly fitted or top-dose-only effect, or another doubt; inactive = no such curve, though single readings can be large; an effect the other way counts as inactive or inconclusive. Not all compounds are listed; the hit share may differ from the screen's.

CCCCCn1c(CN2CCN(CCO)CC2)nc2c1c(=O)n(C)c(=O)n2C was read as CCT modulator 0.3, Nrf2 inh -24.5%, EPAC2 antag 9.1%, pAkt inh inactive, A549 tox 8.0%, MmCpn inh inconclusive, TGFb SMAD3 inh -7.7%, EPAC2 agonist 9.7% and Nrf2 activator -1.1%.
Screening CS(=O)(=O)N(Cc1ccc(Cl)cc1)c1ccc(C(=O)NCc2ccccn2)cc1 returned CCT modulator -3.1, Nrf2 inh 1.2%, EPAC2 antag -5.4%, pAkt inh inactive, A549 tox -5.5%, MmCpn inh -1.0%, TGFb SMAD3 inh -11.3%, EPAC2 agonist 2.4% and Nrf2 activator 0.1%.
Screening O=C(COc1ccccc1Br)NC(=O)NC1CCCC1 returned CCT modulator 0.7, Nrf2 inh inconclusive, EPAC2 antag -11.3%, pAkt inh inactive, A549 tox 0.5%, MmCpn inh 1.5%, TGFb SMAD3 inh 1.4%, EPAC2 agonist 2.3% and Nrf2 activator 1.9%.
COc1ccc(CC(=O)n2[nH]c(=O)cc(C)c2=O)cc1OC was read as CCT modulator 2.7, Nrf2 inh -5.7%, EPAC2 antag 15.5%, pAkt inh inactive, A549 tox -2.6%, MmCpn inh -0.2%, TGFb SMAD3 inh -13.3%, EPAC2 agonist -1.5% and Nrf2 activator 5.6%.
For CCNC(=O)C1(C)CCCN(C(=O)c2ccc(C(F)(F)F)nc2C)C1 (stereo not given) the results were CCT modulator -4.0, EPAC2 antag -6.2%, pAkt inh inactive, TGFb SMAD3 inh -2.0%, EPAC2 agonist 6.9% and Nrf2 activator -0.8%.
Screening CCc1nnc(NC(=O)C(C)N2C(=O)C3C4C=CC(C4)C3C2=O)s1 (stereo not given) returned CCT modulator -1.5, Nrf2 inh -30.6%, EPAC2 antag -1.8%, pAkt inh inactive, A549 tox -4.2%, MmCpn inh -0.8%, TGFb SMAD3 inh -3.0%, EPAC2 agonist -2.5% and Nrf2 activator -0.6%.
COc1ccc(C(C)(C)NC(=O)C2CCC(=O)N(CCCN3CCCC3=O)C2)cc1 (stereo not given) was read as CCT modulator -1.1, Nrf2 inh 11.0%, EPAC2 antag 10.0%, pAkt inh inactive, A549 tox -2.6%, MmCpn inh -1.5%, TGFb SMAD3 inh 1.9%, EPAC2 agonist 3.7% and Nrf2 activator -0.6%.
CN(C)CCCN(C(=O)COc1ccc(Cl)cc1)c1nc2ccc(F)cc2s1 was read as CCT modulator 1.0, Nrf2 inh inconclusive, EPAC2 antag 3.3%, pAkt inh inactive, A549 tox 6.5%, MmCpn inh 0.5%, TGFb SMAD3 inh -11.9%, EPAC2 agonist 4.9% and Nrf2 activator 2.6%.
CN(C)CCCNc1ccc(-c2cc(Nc3cccc(Cl)c3)ncn2)cn1 was read as CCT modulator -3.6, Nrf2 inh 0.3%, EPAC2 antag 4.8%, pAkt inh inactive, A549 tox 0.7%, MmCpn inh -2.2%, TGFb SMAD3 inh inconclusive, EPAC2 agonist 3.1% and Nrf2 activator 2.7%.
Screening COc1ccc(CCNC(=O)C2CCCN2C(=O)Nc2cccc(C(C)=O)c2)cc1OC (stereo not given) returned CCT modulator -0.2, Nrf2 inh 13.1%, EPAC2 antag -9.6%, pAkt inh inactive, A549 tox -7.0%, MmCpn inh 0.6%, TGFb SMAD3 inh -10.8%, EPAC2 agonist 10.8% and Nrf2 activator -0.9%.
For CC(=O)Nc1ccc(-c2csc(N/N=C(/C)c3ccccc3)n2)cc1 the results were CCT modulator 1.1, Nrf2 inh 9.2%, EPAC2 antag 2.6%, pAkt inh inactive, A549 tox -3.5%, MmCpn inh 1.7%, TGFb SMAD3 inh -1.7%, EPAC2 agonist 5.2% and Nrf2 activator 3.0%.
`CSCCC(NC(=O)c1ccccc1Cl)C(=O)N1CCN(c2ccccn2)CC1` (stereo not given) gave CCT modulator -0.9, Nrf2 inh -0.2%, EPAC2 antag 0.3%, pAkt inh inactive, A549 tox 1.0%, TGFb SMAD3 inh 0.0%, EPAC2 agonist 2.5% and Nrf2 activator -0.1%.
For O=C(NCCCO)/C(=C\C=C\c1ccccc1)NC(=O)c1ccccc1Cl the results were CCT modulator 0.6, Nrf2 inh 9.8%, EPAC2 antag -0.8%, pAkt inh inactive, A549 tox 9.1%, MmCpn inh 0.9%, TGFb SMAD3 inh 29.0%, EPAC2 agonist -5.3% and Nrf2 activator 0.3%.
O=C(c1cnc(Cl)c(Cl)c1)N1CCN(S(=O)(=O)c2ccc3ccccc3c2)CC1 was read as CCT modulator -1.3, Nrf2 inh 4.2%, EPAC2 antag -3.9%, pAkt inh inactive, A549 tox 6.2%, MmCpn inh -3.2%, TGFb SMAD3 inh -19.9%, EPAC2 agonist 7.5% and Nrf2 activator 2.8%.
Screening O=C(O)CSc1cc(NS(=O)(=O)c2ccc(Cl)cc2)c2ccccc2c1O returned CCT modulator -2.1, Nrf2 inh -9.7%, EPAC2 antag 79.4µM*, pAkt inh inactive, A549 tox -8.8%, MmCpn inh -29.5%, TGFb SMAD3 inh inconclusive, EPAC2 agonist inconclusive and Nrf2 activator -3.5%.
For C[C@@H]1CN([C@@H](C)CO)C(=O)CCCn2nncc2CO[C@H]1CN(C)C(=O)c1ccccc1 the results were CCT modulator -1.5, EPAC2 antag -0.4%, pAkt inh inactive, TGFb SMAD3 inh 0.7%, EPAC2 agonist 7.1% and Nrf2 activator -1.1%.
Screening O=C(CSc1nc2ccccc2c(=O)n1Cc1ccc(C(=O)NC2CC2)cc1)NCc1ccco1 returned CCT modulator 0.2, Nrf2 inh inconclusive, EPAC2 antag -15.5%, A549 tox 0.0%, MmCpn inh -2.6%, TGFb SMAD3 inh -21.8%, EPAC2 agonist -12.7% and Nrf2 activator -0.5%.
For Cc1onc(-c2ccccc2)c1C(=O)Nc1sc2c(c1C(N)=O)CCC2 the results were CCT modulator -0.1, Nrf2 inh -22.7%, EPAC2 antag -3.0%, pAkt inh inactive, A549 tox inconclusive, MmCpn inh -5.1%, TGFb SMAD3 inh -11.5%, EPAC2 agonist 12.4% and Nrf2 activator 2.7%.
Screening COc1cccc(N2[C@@H](CC(C)=O)c3ccccc3S2(=O)=O)c1 returned CCT modulator 1.4, Nrf2 inh 12.0%, EPAC2 antag 14.3%, pAkt inh inactive, A549 tox -16.7%, TGFb SMAD3 inh 10.6%&-5.2%, EPAC2 agonist -5.4% and Nrf2 activator 0.5%.
COc1ccc(CNC(=O)c2cc3c(s2)CN(Cc2ccccc2)C3)cc1 was read as CCT modulator -5.1, Nrf2 inh 5.2%, EPAC2 antag -3.0%, pAkt inh inactive, A549 tox 0.0%, MmCpn inh -2.1%, TGFb SMAD3 inh 0.0%, EPAC2 agonist 4.9% and Nrf2 activator 0.0%.
For O=S(=O)(Cc1ccccc1)Oc1ccccc1 the results were CCT modulator 2.3, Nrf2 inh -10.3%, EPAC2 antag -28.4%, pAkt inh inactive, A549 tox 14.2%, MmCpn inh 0.2%, TGFb SMAD3 inh 0.0%, EPAC2 agonist 14.0% and Nrf2 activator 5.7%.
`N#C/C(=C\c1ccc[nH]1)C(=O)NC1CC1` gave CCT modulator 2.8, Nrf2 inh inconclusive, EPAC2 antag 9.5%, pAkt inh inactive, A549 tox 6.5%, MmCpn inh 0.1%, TGFb SMAD3 inh 21.0%, EPAC2 agonist 6.7% and Nrf2 activator -0.5%.
Screening CNc1ncnc(Sc2nc(N)nc3nc[nH]c23)c1[N+](=O)[O-] returned CCT modulator 0.0, Nrf2 inh inconclusive, EPAC2 antag -9.0%, pAkt inh inactive, A549 tox inconclusive, TGFb SMAD3 inh inconclusive, EPAC2 agonist 9.4% and Nrf2 activator 8.9%.
CCOc1cc(S(=O)(=O)NCCN2CCOCC2)c(C)cc1C was read as CCT modulator 0.7, EPAC2 antag 5.0%, pAkt inh inactive, A549 tox 8.0%, MmCpn inh 0.3%, TGFb SMAD3 inh 5.0%, EPAC2 agonist -6.2% and Nrf2 activator -0.7%.
Screening O=[N+]([O-])c1cccc(N(CC(O)CN2CCCC2)S(=O)(=O)c2ccccc2)c1 (stereo not given) returned CCT modulator 0.4, Nrf2 inh 13.5%, EPAC2 antag -0.7%, pAkt inh inactive, A549 tox -0.9%, MmCpn inh 2.3%, TGFb SMAD3 inh 0.0%, EPAC2 agonist -0.9% and Nrf2 activator -0.4%.
Screening CC(=O)NCC(=O)N(C)C(C(=O)Nc1ccc(C(C)C)cc1)c1ccccc1 (stereo not given) returned CCT modulator -1.5, Nrf2 inh -6.2%, EPAC2 antag -5.8%, pAkt inh inactive, A549 tox 0.0%, MmCpn inh -0.9%, TGFb SMAD3 inh -2.8%, EPAC2 agonist -1.1% and Nrf2 activator -0.5%.
For CCn1c(-c2nn(-c3ccccc3)ccc2=O)n[nH]c1=S the results were CCT modulator -0.3, Nrf2 inh -17.8%, EPAC2 antag 13.8%, pAkt inh inactive, A549 tox 6.0%, MmCpn inh 0.8%, TGFb SMAD3 inh 2.9%, EPAC2 agonist -4.0% and Nrf2 activator -0.1%.
O=S(=O)(Nc1ccc(S(=O)(=O)N2CCCC2)cc1)c1ccc(F)cc1F was read as CCT modulator -2.1, Nrf2 inh -19.7%, EPAC2 antag -7.9%, pAkt inh inactive, A549 tox -5.6%, MmCpn inh 1.0%, TGFb SMAD3 inh 4.0%, EPAC2 agonist 8.4% and Nrf2 activator -0.7%.
